FUS suppressor – qHTS for Suppressors of FUS Proteinopathy: Primary screen using FUS-linked yeast assay; S. cerevisiae FUS-expressing, growth rescue, OD600, 24 h; Potency, µM (series often up to 76.6 µM), inactives show at the highest dose growth rescue (activation), most hits filed as activators; 390,000 tested, 0.24% active; AID 1347120, 2019;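 note: potency is the fitted concentration of half-maximal effect; plate controls were DMSO vehicle for no effect and reference control for full effect; nearly all actives have a fitted effect of over 55% in size; some results filed as inactive show a strong effect at the top dose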
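FUS-expressing yeast, raffinose-pregrown, induced in 2% galactose minimal medium at OD 0.005; compounds in a dilution series, 24hr at 30C. Growth restoration read as absorbance at 600 nm. CP55940 positive control, DMSO negative.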
DRD3 antagonist – qHTS of D3 Dopamine Receptor Antagonist: qHTS | 360,000 tested, 2.5% active | max response, negative = inhibition, % | D(3) dopamine receptor (Homo sapiens), P35462 | D3R cells, DiscoveRx beta-arrestin luminescence, antagonist mode; active compounds read low; in the data active = max response below about -50%; inconclusive = no clear call, values can overlap the other calls; note: % is set by controls: 0 for no effect and ±100 for the full control effect; mostly tested at two doses, the higher about 12 µM
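Cells expressing the human receptor were seeded at 1500 cells/well, incubated overnight at 37 degrees C in 5% CO2, then exposed to library compounds with dopamine controls for 90 minutes at 37 degrees C before luminescent detection.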
Abeta yeast res – qHTS for compounds that reverse cellular toxicity of Amyloid beta (A-beta) peptide in yeast: Primary Screen; AID 1347071, 2019; yeast expressing A-beta42, growth rescue, OD600, 48 h; response scale: 0% DMSO, 100% iron-clioquinol control; Potency, µM (highest dose often 46.1 µM), for the others: at the top dose growth rescue, most hits filed as activators; 410,000 tested, 0.063% active; note: potency is the fitted concentration of half-maximal effect; nearly all actives have a fitted effect of over 55% in size
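Yeast A-beta toxicity model in growth medium with pinned compounds, 48 h at 30 C; growth read as absorbance at 600 nm. Normalized to FeCl3/clioquinol equimolar mix (positive) and DMSO (negative).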
aSyn rescue – qHTS of alpha-syn Inhibitors; Yeast expressing alpha-synuclein, growth rescue, BacTiter-Glo, 24 h; Potency, µM (top dose mostly 46.1 µM), without a hit: top-dose growth rescue (activation), actives largely listed as activators; 370,000 tested, 0.14% active; note: potency is the fitted concentration of half-maximal effect; % of control where 0% means no effect; nearly all actives have a fitted effect of over 65% in size
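Galactose-induced alpha-syn yeast (OD600=0.02, raffinose-pregrown) + pinned cpd, 24 hr, 30 deg C; growth by BacTiter-Glo luminescence. Growth restoration scores as activation.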
GLP-1R inv ag – qHTS of GLP-1 Receptor Inverse Agonists (Inhibition Mode); Glucagon-like peptide 1 receptor (Homo sapiens), P43220; HEK293 GLP-1R CRE-luciferase, luminescence, 24 h; GLP-1R form is constitutively active; Potency, µM (highest dose often 38.3 µM), inactives show top-dose activity change, negative = inhibition, most hits filed as inhibitors; 410,000 tested, 1.6% active; AID 624417, 2012; note: potency is the fitted concentration of half-maximal effect; % is set by controls: 0 for no effect and ±100 for the full control effect; nearly all actives have a fitted effect of over 55% in size
Target sequence (P43220 whole entry, looked up): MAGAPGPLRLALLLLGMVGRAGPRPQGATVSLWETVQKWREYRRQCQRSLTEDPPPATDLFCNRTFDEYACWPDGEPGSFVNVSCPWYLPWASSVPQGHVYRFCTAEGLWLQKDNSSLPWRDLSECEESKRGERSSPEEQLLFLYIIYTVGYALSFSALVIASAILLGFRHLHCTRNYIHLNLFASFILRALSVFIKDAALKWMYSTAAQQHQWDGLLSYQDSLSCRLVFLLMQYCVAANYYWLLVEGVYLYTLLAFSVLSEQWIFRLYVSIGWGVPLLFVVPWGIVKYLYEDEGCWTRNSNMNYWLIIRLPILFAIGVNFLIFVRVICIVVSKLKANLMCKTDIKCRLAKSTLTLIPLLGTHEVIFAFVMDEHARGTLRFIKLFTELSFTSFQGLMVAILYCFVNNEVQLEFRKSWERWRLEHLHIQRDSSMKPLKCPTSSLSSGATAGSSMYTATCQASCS
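qHTS in 1536-well format: reporter HEK293 cells expressing constitutive GLP-1R activity in DMEM + 10% Nu serum, 24 hr with compounds at 37 deg C, luminescence read after 12 min with detection reagent.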
PTHR1 ag – qHTS for PTHR1 Agonists: Primary Screen | Parathyroid hormone/parathyroid hormone-related peptide receptor (Homo sapiens), Q03431 | HEK293 GP2 PTHR1 cells, GloSensor cAMP luminescence, 1 h | Potency, µM (titrated, usually from 115 µM), for the others: at the highest dose activation, usual class: activators | 410,000 tested, 0.075% active | AID 743266, 2014; note: potency is the fitted concentration of half-maximal effect; nearly all actives have a fitted effect of over 55% in size; some results filed as inactive show a strong effect at the top dose; inactives centre near -15; many of its hits are not listed in these tables
Target sequence (Q03431 whole entry, looked up): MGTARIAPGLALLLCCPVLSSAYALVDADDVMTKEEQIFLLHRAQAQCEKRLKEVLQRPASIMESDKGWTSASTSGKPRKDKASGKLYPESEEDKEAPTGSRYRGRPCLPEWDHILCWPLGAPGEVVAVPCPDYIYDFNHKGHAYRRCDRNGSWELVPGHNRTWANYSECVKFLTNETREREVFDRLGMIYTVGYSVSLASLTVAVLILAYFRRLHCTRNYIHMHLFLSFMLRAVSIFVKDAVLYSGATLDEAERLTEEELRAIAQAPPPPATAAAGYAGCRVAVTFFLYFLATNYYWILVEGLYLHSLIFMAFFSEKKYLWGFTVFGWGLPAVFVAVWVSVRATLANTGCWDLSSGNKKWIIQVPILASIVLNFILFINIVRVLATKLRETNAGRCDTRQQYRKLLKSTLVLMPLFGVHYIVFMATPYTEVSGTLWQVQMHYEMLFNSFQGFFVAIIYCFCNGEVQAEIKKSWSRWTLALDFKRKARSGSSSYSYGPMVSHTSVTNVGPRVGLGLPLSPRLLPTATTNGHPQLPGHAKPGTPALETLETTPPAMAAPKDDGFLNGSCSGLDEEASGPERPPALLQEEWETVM
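HEK-293-derived GP2 cells expressing PTHR1 and a GloSensor cAMP reporter, 3,000/well, plated overnight, given luciferin plus IBMX (each 0.5 mM as added) for 1 h at 37 °C, then compound for 1 h at 37 °C. Luminescence was read after 15 min at room temperature.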
Akt phos inh – HTS Assay for Inhibitors of Akt Phophorylation: Primary Screen | activity change, % for hits at 50 µM | 360,000 tested, 0.32% active | Neuro2A IGF-stimulated pAkt S473 HTRF, 20 min; active compounds read low; in the data active = activity change below about -80%; inconclusive = mostly about -51% to -80%; note: % is set by controls: 0 for no effect and ±100 for the full control effect
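Neuro2A cells in DMEM with 0.5% FBS, overnight at 37 deg C, given compound at single 50 µM final, then IGF (6 nM final) for 20 min at 37 deg C. Lysed; phospho-Akt Ser473 by HTRF after 24 h, 665/615 ratio.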
GLP-1R agonist – qHTS of GLP-1 Receptor Agonists. HEK293 GLP-1R CRE-luciferase, luminescence, 4-6 h; cells express a hypersensitive GLP-1R form. 380,000 tested, 0.007% active. AID 624172, 2012. Glucagon-like peptide 1 receptor (Homo sapiens), P43220. Potency, µM (titrated, usually from 45.6 µM), without a hit: at the top dose activation, most hits filed as activators; note: potency is the fitted concentration of half-maximal effect; % of control where 0% means no effect
TDP-43 yeast inh – qHTS of TDP-43 Inhibitors. 410,000 tested, 1.8% active. Potency, µM (titrated, usually from 46.1 µM), for the others: at the top dose growth rescue (activation), hits mostly activators. TDP-43 expressing yeast growth rescue, BacTiter-Glo, 24 h; note: potency is the fitted concentration of half-maximal effect; % of control where 0% means no effect; nearly all actives have a fitted effect of over 50% in size
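Readout is BacTiter-Glo luminescence of cell growth, so inhibitors register as activators. TDP-43-expressing yeast at OD600=0.02 in galactose medium, after raffinose pregrowth to mid-log, were incubated with compound for 24 hr at 30 deg C.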
Starred values were filed as active, the others as inactive; i = inactive; ? = inconclusive; · = not tested or not shown; [ ] = dose if it differs, or a comment. Unless noted, calls come from the whole dose curve; as a rule, active = well fitted curve in the direction sought with a large enough effect; inconclusive = small, poorly fitted or top-dose-only effect, or another doubt; inactive = no such curve, though single readings can be large; an effect the other way counts as inactive or inconclusive. The list is partial; count on the stated rates, not on these rows.

smiles,FUS suppressor,DRD3 antagonist,Abeta yeast res,aSyn rescue,GLP-1R inv ag,PTHR1 ag,Akt phos inh,GLP-1R agonist,TDP-43 yeast inh
COc1ccc(CNC(=O)CCn2c(=O)[nH]c3ccccc3c2=O)cc1,6%,-7,4%,-8%,-2%[7.66 µM],-15%,i,0%,-11%
COc1ccc(C(=O)NC(=S)NNC(=O)CNC(=O)C2CCCCC2)cc1,27%,-12,-5%,-8%,8%,i,i,-1%,16%
Cc1nc2c(sc(=S)n2Cc2ccco2)c(=O)n1CC(=O)Nc1ccc(F)cc1,-11%,12,-2%,1%,-5%,-45%[inhibitor],·,5%,18%
Cc1ccc(NC(=O)c2cc(S(=O)(=O)NC3CCCCCC3)ccc2F)cc1F,?,·,-38%,·,?,-25%,·,·,?
O=C1C2C(c3ccccc3)C=CC(c3ccccc3)C2C(=O)N1c1ccccn1 (stereo unspecified),37%,13,17%,15%,-13%,-20%,i,-4%,-13%
CCCC(=O)N1CCC1(C)C(=O)Nc1ccc(C)c(C)c1 (stereo unspecified),-11%,0,12%,13%,-8%,-15%,i,0%,5%
O=C(OCCc1ccccn1)c1cccc([N+](=O)[O-])c1,-3%,2,4%,9%,44%[activator],i,i,19%,1%
COc1ccc(CNC(=O)c2c(C)cc(=O)oc2C)cc1OC,-14%,3,16%,2%,14%,-24%[57.5 µM],·,-19%,-3%
CCc1cccc(-n2nnc(-c3nc(-c4cccs4)no3)c2N)c1,-9%,·,22%,·,4%,i,·,·,0%
CCCN(CCC)Cc1cc(=O)oc2cc(C)c(Cl)cc12,-3%,0,-21%,-3%,5%,18%,i,0%,-27%
COc1ccc(OCC(O)Cn2c(=N)n(CCN3CCOCC3)c3ccccc32)cc1 (stereo unspecified),27%,3,12%,9%,?,i,i,5%,-34%[inhibitor]
CC1(C)SC[C@H](C(=O)Nc2cccc(Cl)c2)N1C=O,21%,6,-7%,-3%,1%,i,i,22%,-14%
CC(=O)c1ccc(N2CCN(C(=O)CNS(=O)(=O)c3ccc4c(c3)OCCCO4)CC2)c(F)c1,-11%,-2,6%,0%,-18%,-8%,i,0%,-3%
CN(C)c1cccc(N=C2C=C(N3CCOCC3)CC(C)(C)C2)c1,4%,-20,3%,3%,1%,i,i,-1%,-3%
Fc1ccc(C(c2nnnn2C2CCCC2)N2CCN(Cc3ccncc3)CC2)cc1 (stereo unspecified),-4%,?,4%,2%,21%,-6%,i,-13%,3%
CCOc1ccc(N2CC(C(=O)OC)CC2=O)cc1 (stereo unspecified),-3%,-29,-4%,-5%,13%,i,i,-3%,-2%
CCCC(=O)N1CCCC1(C)C(=O)Nc1cccc(OC(C)C)c1 (stereo unspecified),-5%,-8,-2%,-3%,17%,6%,i,-3%,1%
CC(C)CN1CCC(=O)N([C@H](CSc2ccc(Br)cc2)Cc2ccccc2)CC1,-1%,-67*,-4%,-1%,0%,26%,i,2%,-27%
COc1ccc(S(=O)(=O)N2CCCCC2)cc1NC(=O)C1CCCC1,15%,11,-13%,-7%,7%,-2%,i,0%,7%
O=C(Nc1ccc([N+](=O)[O-])cc1)c1ccccc1,13%,7,10%,-5%,20%,-54%[inhibitor],i,27%,-13%[1.82 µM]
O=C(O)c1cccc(NC(=S)NC(=O)C(c2ccccc2)c2ccccc2)c1,?,-21,-21%,6%,-15%,-9%[57.5 µM],i,0%,-1%
CC(=O)c1ccc(OC(C)c2nc3ccccc3s2)cc1 (stereo unspecified),13%,-15,-9%,-1%,-5%,-16%,i,28%,14%
O=C(COC(=O)Cc1cccc(C(F)(F)F)c1)Nc1cccc2ccccc12,0%,11,8%,26%,10%,i,i,0%,4%
COc1ccc(NC(C)=O)cc1S(=O)(=O)NC1CCSc2ccccc21 (stereo unspecified),15%,-6,10%,-6%,5%,-14%,i,8%,-7%
Cc1cc(C)c(S(=O)(=O)NCCn2c(C)cc3ccccc32)c(C)c1,?,21,7.9µM*,?,?,-55%[inhibitor],i,18%,35µM*
Cc1ccc(N(CC(=O)NC2CCCCC2)C(=O)CNC(=O)c2cccs2)cc1,26%,4,11%,1%,5%,-7%,i,9%,3%
O=C(Nc1ccn(Cc2ccc(F)cc2)n1)c1ccncc1,14%,6,11%,-8%,1%,-21%[57.5 µM],i,-1%,7%
Cc1c(-c2nnc(SCC(=O)Nc3ccccc3F)o2)nnn1-c1ccc(F)cc1,10%,·,-9%,·,4%,0%,·,·,-5%
O=S(=O)(N/N=C/c1ccc2c(c1)OCO2)c1ccc(Br)cc1,9%,-13,1%,1%,0%,i,i,-2%,12%
CC(=O)Nc1ccc(S(=O)(=O)N[C@@H](C)C(=O)Nc2ccc(N3CCOCC3)cc2)cc1,-9%,-15,4%,-3%,24%,i,i,-14%,-9%
CN(C)CCCOc1cccc(Oc2ccccc2)c1,·,?,0%,-7%,?,0%,i,-2%,17%
O=C1CCC(CCc2nc3ccccc3[nH]2)(c2ccccc2)C(=O)N1 (stereo unspecified),·,7,-2%,-2%,1%,i,i,2%,14%

Molecules shown so far that have a thiophene ring, fused or not, in the order listed:
smiles,FUS suppressor,DRD3 antagonist,Abeta yeast res,aSyn rescue,GLP-1R inv ag,PTHR1 ag,Akt phos inh,GLP-1R agonist,TDP-43 yeast inh
CCc1cccc(-n2nnc(-c3nc(-c4cccs4)no3)c2N)c1,-9%,·,22%,·,4%,i,·,·,0%
Cc1ccc(N(CC(=O)NC2CCCCC2)C(=O)CNC(=O)c2cccs2)cc1,26%,4,11%,1%,5%,-7%,i,9%,3%

(cont.)
smiles,FUS suppressor,DRD3 antagonist,Abeta yeast res,aSyn rescue,GLP-1R inv ag,PTHR1 ag,Akt phos inh,GLP-1R agonist,TDP-43 yeast inh
CC(C)c1ccc(N(CC(=O)N2CCOCC2)S(C)(=O)=O)cc1,17%,13,-5%,1%,22%,2%,i,1%,-5%
O=C(N/N=C/c1cccc([N+](=O)[O-])c1)C(=O)N1CCCCCC1,18%,12,5%,4%,59%[activator],i,i,1%,11%
Cc1ccc(O)c(N=Nc2ccc(S(=O)(=O)N3CCCC3)cc2)c1,-37%,4,-3%,-5%,-1%,0%,i,4%,-3%
Cc1cccc(NC(=O)c2cccc(C(=O)Nc3cccc(C)c3C)n2)c1C,-24%,26,-1%,1%,11%,i,i,-8%,3%
Cc1ccc(C(c2sc3ncnn3c2O)N2CCC(C)CC2)cc1 (stereo unspecified),12%,3,7%,1%,5%,-25%,i,-1%,12%
Cc1ccc(Cl)cc1N1CCN(CCCNC(=O)c2nnc(Cc3cccc(Cl)c3)o2)CC1,45%,·,1%,?,-75%,-8%,·,·,-8%
CC(C)OC(=O)C(C#N)c1nc2ccccc2nc1N1CCCC1 (stereo unspecified),-23%,-16,9%,12%,?,-17%[57.5 µM],i,2%,12%
OCC[C@@H]1C[C@H](O)[C@@H](O)[C@@]2(OCc3ccc4ccccc4c32)O1,-26%,-3,-18%,-7%,13%,-11%,i,2%,2%
COC(=O)c1ccc2nc(C)cc(Nc3ccccc3C)c2c1,-5%,-10,-16%,-5%,-14%,-18%,i,-2%,-6%
Cc1cc(NC(=O)CCC(=O)N(CC(=O)NC2CCCC2)c2ccc(F)c(Cl)c2)no1,34%,2,2%,-2%,-8%,-7%,i,5%,-25%
COc1ccc(N2CCN(C(=O)c3cc(=O)c4ccc(C)cc4o3)CC2)cc1,12%,0,0%,-2%,7%,0%,i,9%,23%
COc1ccc(-c2cc(C(F)(F)F)nc(S(=O)(=O)CCC(=O)N3CCOCC3)n2)cc1,5%,-14,-3%,-17%,76%[activator],-16%[57.5 µM],i,0%,-12%
CC(=O)Nc1ccc(S(=O)(=O)N2CCN(C(=O)c3ncoc3-c3ccccc3F)CC2)cc1,-11%,8,-10%,-2%,25%,-15%,i,-2%,21%
COc1ccc(/C=C/C(=O)OC(C)C(=O)c2ccccc2)cc1OC (stereo unspecified),27%,11,-2%,3%,2%,-21%,i,0%,0%
Cc1ccc(C)c(NC(=O)CSc2nccn2Cc2ccco2)c1,8%,15,13%,8%,-25%,-6%,i,9%,8%
CC1CC1C(=O)OCC(=O)NCc1ccc(Cl)cc1 (stereo unspecified),12%,-15,-9%,-3%,-12%,i,i,-6%,22%
COc1cccc(-c2cc3nc(-c4ccccc4)cc(N4CCN(C(=O)c5ccoc5)CC4)n3n2)c1,?,58,-5%,5%,?,-25%,i,-1%,16µM*
CCCC(=O)N1CCc2cc(OC)c(OC)cc2C1COc1ccc2c(C)cc(=O)oc2c1 (stereo unspecified),-17%,·,5%,·,10%,-9%,·,·,19%
COC1OC(c2ccccc2)=C(c2ccc(C(N)=O)cc2)c2ccc(F)cc21 (stereo unspecified),0%,13,-9%,-1%,-2%,i,i,10%,1%
O=C(NCc1ccccc1)c1ccc(OC2CSC2)cc1,30%,-13,2%,0%,0%,-31%[inhibitor],i,8%,0%
CCc1cc2c(SCC(=O)N3CCCC3=O)ncnc2s1,·,-19,-12%,0%,-14%,-17%,i,5%,25%
Cc1ccc(NS(=O)(=O)c2cc(N)ccc2Cl)c(C)c1,3%,-4,11%,2%,?,i,i,3%,0%
